Tn6 DDE FP: inhibitors of Tn6 peptide binding to human fibrin DD(E). inhibition, % at 8.3 µM. Fibrin DD(E) TRITC-Tn6 fluorescence polarization displacement. hit rate 0.21% among 370,000. P02675. AID 720509;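 active = inhibition above a per-campaign cutoff: mean of compounds within control limits plus 3 SD, cut at about 15% in these data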;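 note: 0% = median of all compound wells on the plate and 100% = blocking peptide control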
Target sequence (P02675 whole entry, looked up): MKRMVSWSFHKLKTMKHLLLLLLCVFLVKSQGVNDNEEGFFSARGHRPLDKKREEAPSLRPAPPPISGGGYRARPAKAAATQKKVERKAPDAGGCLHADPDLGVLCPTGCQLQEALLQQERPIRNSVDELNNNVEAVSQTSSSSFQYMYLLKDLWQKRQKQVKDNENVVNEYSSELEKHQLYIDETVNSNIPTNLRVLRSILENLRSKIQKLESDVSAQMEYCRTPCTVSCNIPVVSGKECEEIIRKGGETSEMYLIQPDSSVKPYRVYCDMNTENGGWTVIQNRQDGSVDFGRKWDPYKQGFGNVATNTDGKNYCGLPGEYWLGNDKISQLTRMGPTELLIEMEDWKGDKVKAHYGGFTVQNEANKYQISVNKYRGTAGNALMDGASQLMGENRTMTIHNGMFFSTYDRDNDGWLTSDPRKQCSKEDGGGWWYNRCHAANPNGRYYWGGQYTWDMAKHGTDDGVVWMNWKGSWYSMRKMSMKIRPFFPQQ
DDE Tn7 FP inh: DD(E)-Tn7 binding inhibition, primary FP screen. P02675. FP displacement of FITC-Tn7 peptide from fibrin DD(E); 0% = median of compound wells per plate. inhibition, % at 8.3 µM. hit rate 0.13% among 370,000. AID 720508;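 active = inhibition above the mean of compounds falling within the control limits plus 3 SD of them, cut at about 14% in these data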;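 note: 0% = plate median of compound wells and 100% = 10 µM Aha-Tn7 peptide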
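system = human fibrin DD(E) protein | quantity = DD(E) 2 µM final | medium = Tris/NaCl/CaCl2 buffer, pH 7.8 | also added = labelled Tn7 tracer, 0.1 µM | compound dosing = single point at 8.3 µM | timing = compound with protein 10 min, then 3 h after probe, room temperature | signal = FP measurement | benchmarks = Aha-Tn7 high control | repeats = one replicate per compound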
ASAP1 inh: inhibitors of human ASAP1 ArfGAP activity. Q9ULH1. ASAP1-stimulated ARF1 GTP hydrolysis, GDP FP detection. inhibition, % at 16.5 µM. hit rate 0.19% among 360,000; in the data active = inhibition above about 25%;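 note: 0% = vehicle with enzyme and substrate and 100% = no enzyme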
UHRF1 MBD2 ctr: human UHRF1 methylated DNA binding inhibitors; Q96T88; UHRF1 binding to methylated oligo, TR-FRET; inhibition, % at 4.4 µM; hit rate 0.75% among 370,000; AID 687016; in the data active = inhibition above about 21%;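 note: UHRF1 SRA domain binding a hemimethylated CpG hairpin DNA probe; 0% = median of test compound wells and 100% = reference inhibitor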
NR1D1 modulator: modulators of human Rev-erb alpha DNA binding; P20393; Rev-erbα–FITC-DNA binding, fluorescence polarization, 90 min; activity, % at 10 µM; hit rate 0.79% among 370,000;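 active = activity above about 14%, limit read from the data; passing the limit was not always enough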;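 note: 0% = DMSO wells with 35 nM protein and 100% = DMSO wells with 750 nM protein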
Target sequence (P20393 whole entry, looked up): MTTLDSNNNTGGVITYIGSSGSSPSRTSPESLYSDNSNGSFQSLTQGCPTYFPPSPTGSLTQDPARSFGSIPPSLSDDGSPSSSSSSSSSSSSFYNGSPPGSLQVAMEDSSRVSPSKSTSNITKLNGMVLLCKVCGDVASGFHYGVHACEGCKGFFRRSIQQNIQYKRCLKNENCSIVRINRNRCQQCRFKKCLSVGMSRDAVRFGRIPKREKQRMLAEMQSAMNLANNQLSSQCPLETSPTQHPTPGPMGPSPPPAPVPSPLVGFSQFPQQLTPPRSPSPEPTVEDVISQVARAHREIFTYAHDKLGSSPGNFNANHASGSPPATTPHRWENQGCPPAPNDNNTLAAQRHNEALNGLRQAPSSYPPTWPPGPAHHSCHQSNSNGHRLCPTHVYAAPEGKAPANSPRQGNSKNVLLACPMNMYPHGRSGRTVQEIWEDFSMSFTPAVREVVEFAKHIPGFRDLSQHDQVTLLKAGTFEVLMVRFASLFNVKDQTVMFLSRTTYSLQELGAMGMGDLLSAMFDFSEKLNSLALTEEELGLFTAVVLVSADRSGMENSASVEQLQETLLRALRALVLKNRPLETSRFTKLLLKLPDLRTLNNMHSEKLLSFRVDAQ
ARFGAP1 inhibitor: rat ARFGAP1 inhibition; Q62848; Arfgap1-stimulated ARF1 GTP hydrolysis, GDP FP detection; inhibition, % at 16.5 µM; hit rate 0.26% among 360,000; AID 651572;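 active = inhibition above a per-plate limit, mean inhibition of low control wells plus 3 SD, cut at about 25% in these data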;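 note: 0% = DMSO wells with enzyme and 100% = wells lacking Arfgap1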
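System: truncated rat Arfgap1 GAP domain / Medium: HEPES-based buffer, pH 7.5 / Also added: N-terminally truncated human ARF1-GTP substrate / Incubation: enzyme reaction 120 min at 25 °C after 20 min preincubation / Measured by: FP of antibody-bound GDP Alexa 633 tracer, ex 620/em 688 nm / Replicates: singlicate, each compound tested once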
proKLK7 act: activates the human kallikrein-7 zymogen; P49862; purified proKLK7, EDANS-DABCYL substrate fluorescence; 100% is mature enzyme control, 0% vehicle; activation, % at 7 µM; hit rate 0.9% among 370,000;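 active = activation above the mean of all tested compounds plus 3 SD, computed per campaign excluding outliers beyond control limits, cut at about 13% in these data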
PLC-beta3 inh: blocks human PLC-beta3 enzyme activity; Purified PLC-beta3, fluorogenic substrate, fluorescence; hit rate 0.18% among 370,000; AID 720704; inhibition, % at 12.2 µM; Q01970; in the data active = inhibition above about 11%;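 note: 0% = median of compound wells on plate and 100% = full blocker control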
sPLA2-III inh: Inhibits HGIII-sPLA2 liposome hydrolysis, primary screen. Q9NZ20. QFRET BODIPY PC-A2 liposome hydrolysis, fluorescence. inhibition, % at 12.2 µM. hit rate 0.56% among 370,000;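 active = inhibition above mean plus 3 SD of compounds lying within the high and low control bounds, cut at about 19% in these data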;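 note: 0% = median of test compound wells and 100% = no enzyme DMSO wells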
PLC-gamma1 inh: PLC-gamma1 (human) inhibition, primary screen. P19174. purified PLC-gamma1, fluorogenic substrate, fluorescence. inhibition, % at 12.2 µM. hit rate 0.84% among 370,000. AID 720700; in the data active = inhibition above about 9.5%
The depositor's hits bear a star.

SMILES	Tn6 DDE FP	DDE Tn7 FP inh	ASAP1 inh	UHRF1 MBD2 ctr	NR1D1 modulator	ARFGAP1 inhibitor	proKLK7 act	PLC-beta3 inh	sPLA2-III inh	PLC-gamma1 inh
O=C(NC1CCCC1)C(c1cccnc1)N(Cc1ccccc1)C(=O)c1csnn1 (configuration not stated)	2	4	1	1	-2	18	0.3	-4	-1	-1
O=C(CCSCCC(=O)NCc1ccccc1)NCc1ccccc1	-8	4	-2	4	0	-4	0.0	-1	4	0
O=C(Cn1ncc2c3ccccc3n(Cc3ccccc3F)c2c1=O)NC1CC1	1	0	7	0	17	-2	0.0	-7	-2	-23
COc1ccc(Cl)cc1NC(=O)NCCN1CCNC1=O	-2	-11	-4	-2	6	1	-0.3	-6	-5	-2
CCCCN(CC)Cc1ccc(CNC(=O)Nc2ccccc2)o1	0	5	13	-1	-4	7	-0.1	4	-3	2
CCc1nc2ccc(Cc3ccc4nc(CC)[nH]c4c3)cc2[nH]1	0	2	-12	0	-4	0	0.0	-5	-6	-4
CCCn1c(-c2cccs2)nc2ccccc21	3	5	-4	-3	0	-9	1.3	-33	-4	-28
CNc1cc(CSC)nc(SCc2ccc(Cl)c(Cl)c2)n1	0	-8	4	1	-3	-14	-0.2	-1	11	8
CCN(CC)S(=O)(=O)c1ccc2[nH]c(=O)cc(C(=O)Nc3ccccc3N3CCCC3)c2c1	0	1	10	4	1	-2	-0.4	-8	2	0
COc1ccc(C)cc1S(=O)(=O)N(CC(=O)N1CCOCC1)Cc1ccccc1	-4	3	-8	3	0	-14	0.0	-4	4	-1
O=C1C=C(c2ccc(O)cc2)C[C@@H](c2ccc3c(c2)OCO3)C1	-3	2	-4	17	3	1	-0.1	-7	-20	-6
CCc1ccc(NC(=O)C(=O)c2cn(CC(=O)N3CCCCC3)c3ccccc23)cc1	-3	5	-5	2	4	0	-0.1	-5	7	-3
Cc1ccccc1CN1C[C@@H]2C[C@@H](c3cnc(N4CCOCC4)s3)N3CCC[C@@]23C1=O	-7	4	19	0	-2	4	-0.7	-4	2	5
[S-]C(=Nc1ccc(Cl)cc1)N[n+]1ccccc1	3	5	2	58*	5	1	0.0	4	4	0
O=C(Cn1cc(SCc2ccc(F)cc2)c2ccccc21)N1CCOCC1	-1	-3	4	-2	-6	1	0.0	-1	8	3
NNC(=S)NCc1cccnc1	-5	7	-12	0	3	5	-0.2	-2	5	0
CCOC(=O)CN1C(=O)/C(=C/c2ccc(Cl)cc2)Oc2ccccc21	-9	3	-3	1	-4	1	-3.6	-56	10	-37
COC(=O)c1ccc(NS(=O)(=O)N(C)C)cc1	2	-4	2	0	-6	1	0.0	0	4	3
Cc1ccc(S(=O)(=O)NNC(=O)Nc2ccc(C)c(C)c2)c(C)c1	-1	-3	-4	0	-1	-6	-0.2	-13	4	-3
COC(=O)c1c(NC(=O)C2CC2)sc2c1CCCC2	-7	-1	1	1	1	1	-0.5	-3	2	3
Cn1cncc1C#Cc1ccc2c(=O)c3ccccc3oc2c1	2	-2	-8	-4	-4	4	4.2	-282	-6	-191
O=C(N=C1SCC(=O)N1c1ccccc1Cl)c1ccco1	0	2	2	2	3	0	0.0	-10	-33	-11
CCN(CC(=O)NCc1ccc(Cl)cc1)C(=O)/C=C/c1ccco1	0	-3	2	0	-3	2	0.8	-4	-3	1
O=C(Nc1ccccc1N1CCCCC1)c1ccc(OC(F)F)cc1	-9	0	5	2	0	0	-0.3	-1	6	-1

Laid out differently: 3 of the compounds above.
Cc1ccccc1CN1C[C@@H]2C[C@@H](c3cnc(N4CCOCC4)s3)N3CCC[C@@]23C1=O
  Tn6 DDE FP = -7	DDE Tn7 FP inh = 4	ASAP1 inh = 19	UHRF1 MBD2 ctr = 0	NR1D1 modulator = -2	ARFGAP1 inhibitor = 4	proKLK7 act = -0.7	PLC-beta3 inh = -4	sPLA2-III inh = 2	PLC-gamma1 inh = 5
[S-]C(=Nc1ccc(Cl)cc1)N[n+]1ccccc1
  Tn6 DDE FP = 3	DDE Tn7 FP inh = 5	ASAP1 inh = 2	UHRF1 MBD2 ctr = 58*	NR1D1 modulator = 5	ARFGAP1 inhibitor = 1	proKLK7 act = 0.0	PLC-beta3 inh = 4	sPLA2-III inh = 4	PLC-gamma1 inh = 0
O=C(Cn1cc(SCc2ccc(F)cc2)c2ccccc21)N1CCOCC1
  Tn6 DDE FP = -1	DDE Tn7 FP inh = -3	ASAP1 inh = 4	UHRF1 MBD2 ctr = -2	NR1D1 modulator = -6	ARFGAP1 inhibitor = 1	proKLK7 act = 0.0	PLC-beta3 inh = -1	sPLA2-III inh = 8	PLC-gamma1 inh = 3

Following part
SMILES	Tn6 DDE FP	DDE Tn7 FP inh	ASAP1 inh	UHRF1 MBD2 ctr	NR1D1 modulator	ARFGAP1 inhibitor	proKLK7 act	PLC-beta3 inh	sPLA2-III inh	PLC-gamma1 inh
Cc1noc(C)c1NC(=O)N(C)C[C@@H]1Oc2ncc(Br)cc2C(=O)N([C@H](C)CO)C[C@@H]1C	-9	4	-1	0	-2	-1	0.0	3	8	3
Cc1cccc(/C=N/n2c(-c3ccccc3)n[nH]c2=S)c1O	-6	-5	-3	-1	4	15	-0.5	-9	3	0
COc1ccc(C(CNC(=O)c2cccc(S(=O)(=O)N3CCc4ccccc43)c2)N(C)C)cc1 (configuration not stated)	1	-2	5	11	1	-11	0.5	-4	-13	4
COC(=O)c1ccc(Cn2c(C)c(C(=O)NCc3cccc(C(F)(F)F)c3)sc2=O)o1	17*	5	-3	0	3	3	0.3	-1	-9	-1
CCN1CCN(C(=O)CNC(=O)c2nn(-c3ccc(OC)cc3)c(=O)c3ccccc23)CC1	-2	1	8	0	3	5	0.5	-64	-3	-37
CCOc1ccc(-n2cnnn2)cc1S(=O)(=O)N1CCCCC1	2	5	-6	-2	-1	-4	0.5	3	-2	1
CCC(C)(C)C1CCC2(CC1)NC(=O)N(CC(=O)N(C)CCOc1ccc(Cl)cc1)C2=O (configuration not stated)	-3	-5	-8	0	3	8	0.3	-3	-1	1
CCOc1ccccc1NC(=O)CCNC(=O)N1CC(=O)Nc2ccccc21	5	-2	-6	2	3	10	0.4	-2	3	-4
CC1Cc2ccccc2N1C(=O)COC(=O)c1ccco1 (configuration not stated)	6	-7	-7	0	-4	-12	-0.5	-7	3	-1
CC(=O)Nc1ccc(NC(=O)CSc2nnc(-c3cc4ccccc4o3)n2C)cc1	5	5	-3	-1	3	8	0.3	-3	0	1
CC(C)c1ccc(CN2CC(C(=O)Nc3ccccc3)CC2=O)cc1 (configuration not stated)	0	2	-1	27*	1	5	-0.1	0	-16	1
O=[N+]([O-])c1cc(-c2csc(NCCc3nc4cc(C(F)(F)F)ccc4n3CCCO)n2)ccc1Cl	3	-8	14	12	3	7	0.3	-1	9	0
COc1c(/C=N/NC(=O)c2ccncc2)c(CCN(C)C(C)=O)cc2c1OCO2	0	0	4	1	-4	0	0.3	-10	0	-3
Cc1cccc2sc(NC(=O)Cn3c(C)csc3=O)nc12	-8	1	12	-2	-1	21	0.7	-2	-8	-3
CC(NS(=O)(=O)c1ccc2c(c1)C(=O)c1cc(S(=O)(=O)NC(C)C(=O)O)ccc1-2)C(=O)O (configuration not stated)	8	-7	1	2	9	13	0.6	-2	4	15*
CCN(CC)CCN(C(=O)c1cc2ccccc2cc1OC)c1nc2ccc(OC)cc2s1	-8	9	-8	-1	-2	22	-1.6	-9	0	-2
CC(=O)c1ccc(-n2cc(-c3ccc(C(C)(C)C)cc3)[n+]3c2SCCC3)cc1	-9	1	5	3	-3	3	-0.2	2	-4	3
COc1cc(OC)c2ccc(=O)oc2c1C(CC(=O)N1CCOCC1)c1ccc2c(c1)OCO2 (configuration not stated)	-3	1	-6	3	0	1	-0.1	-204	-7	-112
Cc1sc2nc(-c3ccccc3F)oc(=O)c2c1C	-2	-5	1	-3	1	3	1.1	-30	-1	-23
O=C(c1cc2nc(-c3ccco3)cc(C(F)(F)F)n2n1)N1CCN(c2ccc(F)cc2)CC1	-6	0	-8	0	-1	1	0.9	-41	8	-39
CCc1ccc2c(c1)/C(=N/N(C)C(=S)NC)C(=O)N2	-5	0	2	-6	8	8	-0.7	3	5	1
CCc1nc2ccccc2n1Cc1ccc(F)cc1	-6	0	-14	-1	-3	-3	0.1	-7	-2	2
COc1ccc(Nc2nnc(C)c3ccccc23)cc1C(N)=O	6	0	0	4	-1	6	0.0	-5	-4	-4
COc1ccc(C=CC(=O)C=CC=Cc2ccccc2)cc1	7	1	-6	2	-9	9	-0.5	-13	10	-9
CCCc1nnc(NC(=O)CCC(=O)N2CCN(Cc3ccc(C)cc3C)CC2)s1	-3	-4	-4	1	5	5	-0.7	-10	-11	-1
CC(NC(=O)C12CC3CC(CC(C3)C1)C2)c1ccc2c(c1)OCCO2 (configuration not stated)	1	2	11	-3	4	-9	-0.4	5	2	2
O=C(Cc1ccccc1)NCC(=O)N/N=C/c1ccc(Cl)cc1	-1	7	2	0	1	1	-0.1	1	4	1
COc1ccc(C2C(C(=O)Nc3ccc(OC)c(OC)c3)c3ccccc3C(=O)N2C)cc1 (configuration not stated)	4	-4	3	-1	-2	-1	0.4	-4	-2	-2
CCCN1CCN(CCCNC(=O)Cn2nc(-c3ccc(Cl)cc3)ccc2=O)CC1	-3	-4	-17	-2	-5	-2	-0.1	1	-6	-3
COc1ccccc1NC(=O)c1ccc(NC(=O)CN2C(=O)CN(C)C2=O)cc1	-1	6	-3	-1	3	3	0.2	-5	9	3
OC[C@H]1O[C@@](CO)(O[C@H]2O[C@H](CO)[C@@H](O)[C@H](O)[C@H]2O)[C@@H](O[C@H]2O[C@H](CO)[C@@H](O)[C@H](O)[C@H]2O)[C@@H]1O	2	-3	-9	0	-2	8	0.6	3	4	0
COC(=O)c1ccc(NC(=O)c2cn(-c3cccc(C)n3)cn2)cc1	-7	-8	3	-2	-4	9	-0.6	3	-6	1
Cc1ccnc(NC(c2ccsc2)c2ccc3ccc(C)nc3c2O)c1 (configuration not stated)	-11	-5	4	2	2	9	-0.5	-17	19	-10
CCc1ccc(OCC(=O)NCC(c2ccc(Cl)cc2)N2CCCCC2)cc1 (configuration not stated)	3	-3	4	0	1	6	0.6	-7	-2	2
CCn1c(CNC(=O)COc2ccc(C(C)C)cc2)nnc1SCC(=O)Nc1ccc(F)cc1	7	-7	8	-2	3	-6	-0.4	2	-10	2
COC(=O)c1ccc(CSCC(=O)Nc2ccccc2)cc1	5	4	9	3	-3	0	0.3	-7	-1	-4
CC(=O)N1N=C(c2ccc(Cl)cc2)CC1c1ccc([N+](=O)[O-])cc1 (configuration not stated)	4	1	-1	-1	-2	-2	0.6	-7	1	-3
CC(=O)N1Cc2ccccc2C(C)CC12CCCC2 (configuration not stated)	-3	-6	5	3	1	-9	-0.1	6	-4	0
Cc1[nH]n(-c2ccccc2)c(=O)c1N=Nc1cccc([N+](=O)[O-])c1	9	8	0	1	5	-3	0.2	-235	6	7
CCCCOc1ccc(C2C3CN(C(=O)OCC)CC=C3C(C#N)=C(N)C2(C#N)C#N)cc1OC (configuration not stated)	6	-5	6	-2	7	-5	1.6	-47	-27	-29
O=[N+]([O-])c1cc(S(=O)(=O)NC2=NCCCCC2)ccc1Cl	5	-2	-4	2	-2	8	-0.1	-3	5	5
